Source: PubChem
NCI-60 one-dose screen, 48 h, at 10 µM unless noted. Numbers give growth in % (100 = growth as untreated, 0 = no growth, -100 = all killed).
MDA-MB-435 = MDA-MB-435 melanoma | actives 7.8% (n = 82,000) | AID 1794794
SK-MEL-28 = SK-MEL-28 melanoma. actives 4.1% (n = 81,000)
SK-MEL-5 = SK-MEL-5 melanoma | AID 1794755 | actives 6.4% (n = 80,000)
UACC-62 = UACC-62 melanoma. AID 1794756. actives 5.4% (n = 81,000)
SK-MEL-2 = SK-MEL-2 melanoma | actives 4.7% (n = 77,000) | AID 1794763
LOX IMVI = LOX IMVI melanoma. actives 7.4% (n = 79,000). AID 1794757
MALME-3M = MALME-3M melanoma; actives 5.8% (n = 78,000); AID 1794766
UACC-257 = UACC-257 melanoma; actives 4.4% (n = 78,000); AID 1794764
* marks the source's active call; other numbers are inactive results; nt = not tested or not shown; & = joins results of further samples. How the source made its calls: active means growth percent below 10; inactive means the rest. The order is random; overall some 12% were active at least once.

Preview, 12 compounds:
SMILES	MDA-MB-435	SK-MEL-28	SK-MEL-5	UACC-62	SK-MEL-2	LOX IMVI	MALME-3M	UACC-257
CCN1CCN(C2=C(C#N)c3c(sc4c(F)cccc34)C(c3cccc([N+](=O)[O-])c3)N2)CC1 (configuration not stated)	108	111	100	93	115	96	107	107
CS(=O)(=O)Nc1ccc(C(=O)NC(C(=O)NO)c2ccc(-c3cc(F)c(F)c(F)c3)cc2)cc1 (configuration not stated)	99	102	100	90	94	89	102	101
COc1ccc(NC(=O)Nc2cccc(-c3ccc(N4CCOCC4)nn3)c2)cc1F	92	102	86	78	92	104	89	84
Cc1cc(O)cc(-c2c(-c3ccnc(-c4cccnc4)c3)cnn2C)c1	62	61	57	62	nt	61	50	83
Cc1ccc(C2=C(CN)C(O)N=C(Sc3cc(O)c(O)cc3C)N2)cc1 (configuration not stated)	106	119	111	102	94	98	100	93
COc1ccc(C(=O)/C=C/c2ccccn2)c(O)c1	77	91	95	91	90	-55*	88	100
Oc1ccc(C2CCc3ccccc32)cc1 (configuration not stated)	90	97	97	89	nt	93	92	nt
CNCc1cccc2c1OCCOCCN(C)C(=O)CN(C)S(=O)(=O)c1ccc(cc1)-c1cnc(N)c(n1)C(=O)N2	-92*	-86*	55	5.0*	4.9*	10	-85*	42
COc1ccc2oc(=O)cc(-c3cc(-c4ccccc4)nc(N)c3C#N)c2c1	107	98	95	89	80	89	90	96
COc1ccc(/C=C/C(=O)c2ccc(OCc3ccccc3)c(OC)c2)cc1OC	85	94	78	72	96	72	88	76
CN(C)c1ccc(/C=N\c2[nH]c(=S)nc3oc(-c4ccccc4)c(-c4ccccc4)c23)cc1	99	104	84	70	101	79	92	106
O=[N+]([O-])c1ccc2c(c1)Sc1ccccc1N2CCCCCl	87	116	95	76	70	86	105	81

The listing, previewed entries included:
SMILES	MDA-MB-435	SK-MEL-28	SK-MEL-5	UACC-62	SK-MEL-2	LOX IMVI	MALME-3M	UACC-257
CCN1CCN(C2=C(C#N)c3c(sc4c(F)cccc34)C(c3cccc([N+](=O)[O-])c3)N2)CC1 (configuration not stated)	108	111	100	93	115	96	107	107
CS(=O)(=O)Nc1ccc(C(=O)NC(C(=O)NO)c2ccc(-c3cc(F)c(F)c(F)c3)cc2)cc1 (configuration not stated)	99	102	100	90	94	89	102	101
COc1ccc(NC(=O)Nc2cccc(-c3ccc(N4CCOCC4)nn3)c2)cc1F	92	102	86	78	92	104	89	84
Cc1cc(O)cc(-c2c(-c3ccnc(-c4cccnc4)c3)cnn2C)c1	62	61	57	62	nt	61	50	83
Cc1ccc(C2=C(CN)C(O)N=C(Sc3cc(O)c(O)cc3C)N2)cc1 (configuration not stated)	106	119	111	102	94	98	100	93
COc1ccc(C(=O)/C=C/c2ccccn2)c(O)c1	77	91	95	91	90	-55*	88	100
Oc1ccc(C2CCc3ccccc32)cc1 (configuration not stated)	90	97	97	89	nt	93	92	nt
CNCc1cccc2c1OCCOCCN(C)C(=O)CN(C)S(=O)(=O)c1ccc(cc1)-c1cnc(N)c(n1)C(=O)N2	-92*	-86*	55	5.0*	4.9*	10	-85*	42
COc1ccc2oc(=O)cc(-c3cc(-c4ccccc4)nc(N)c3C#N)c2c1	107	98	95	89	80	89	90	96
COc1ccc(/C=C/C(=O)c2ccc(OCc3ccccc3)c(OC)c2)cc1OC	85	94	78	72	96	72	88	76
CN(C)c1ccc(/C=N\c2[nH]c(=S)nc3oc(-c4ccccc4)c(-c4ccccc4)c23)cc1	99	104	84	70	101	79	92	106
O=[N+]([O-])c1ccc2c(c1)Sc1ccccc1N2CCCCCl	87	116	95	76	70	86	105	81
COc1ccccc1NC(C)=O	109	111	99	100	108	101	103	99
Fc1ccc(-c2nn(-c3ccccc3)cc2-c2nc3ccccc3o2)cc1	28	108	58	75	125	25	64	102
CN(C)/N=C/C12C3CC(CC1C(C#N)(C#N)C2(C#N)C#N)C3(C)C (configuration not stated)	106	111	100	97	93	97	100	100
Cc1ccc(CNc2c3ccccc3nc3ccccc23)cc1	31	59	30	43	43	12	16	39
N#CC1=C(N)Oc2c(sc3c(F)cccc23)C1c1ccc(O)cc1 (configuration not stated)	13	99	67	nt	79	76	90	95
CCOC(=O)C1=C(C)NC(=O)NC1c1cccnc1 (configuration not stated)	106	104	101	99	100	95	101	99
CN1C(C(=O)Nc2ccccn2)=C(O)c2ccccc2S1(=O)=O	102	104	96	nt	104	99	nt	110
C[C@H](C(=O)N(CCc1ccc(Cl)c(Cl)c1)Cc1cncs1)[C@@H]1CC[C@H](C[C@H](C)n2cc(CN3CCC(c4ccc(Cl)cc4)CC3)nn2)O1	98	102	101	90	106	98	101	102
Nc1nc(N)nc(NCCN(CCCB(O)O)CCNc2nc(N)nc(N)n2)n1	107	nt	100	108	107	98	108	107
N=c1c2ccccc2nc2n1CCCCCCC2	nt	109	117	110	nt	101	nt	111
Cc1nc([C@H]2CC[C@H]3[C@@H]4CCC5=CC(=O)CC[C@]5(C)[C@H]4CC[C@]23C)cs1	67	93	25	59	nt	56	99	39
COc1ccc(-c2nc(SCC(C)C)nc(NCCc3c[nH]c4ccccc34)c2C#N)cc1	81	71	37	76	81	46	87	98
CCC(=O)N(CCC(C)C)c1ccccc1	106	114	102	101	nt	96	103	104
CCSc1nnc2c3cc(Cl)ccc3n(C)c2n1	109	121	nt	101	97	84	nt	99
OCCN(Cc1ccccn1)Cc1ccccn1	97	102	93	108	102	nt	nt	101
COc1cccc(N(C(C)=O)c2nc(OC(C)=O)cs2)c1	100	107	101	99	107	98	108	98
O=c1[nH]c2ccccc2cc1CSc1nccc(-c2ccc(-c3ccccc3)cc2)n1	96	104	103	98	108	109	103	117
O=C(CCCCCC/C=C/c1csc(Br)n1)NO	80	93	91	58	101	50	55	82
S=c1[nH]c(=S)c2c(-c3ccccc3)c(-c3ccccc3)oc2[nH]1	97	105	108	94	100	96	107	80
COc1cc(-c2c(C#N)c(-c3ccccc3)nc3c2c(-c2ccccc2)nn3-c2ccccc2)ccc1O	68	82	79	88	91	74	58	94
COc1ccc(-c2cc(C(=O)N3CCOCC3)on2)cc1OC1CCCC1	105	111	96	95	109	97	111	99
Nc1ncc(Cl)cn1	113	103	101	100	105	102	nt	99
O=S(=O)(Oc1ccc(Cl)cc1Cl)c1ccccc1	88	103	98	84	92	103	99	90
CCOC(=O)OC(C#N)c1cccc(OC)c1OC (configuration not stated)	97	111	106	108	120	87	105	107
CC(=O)Nc1nonc1-c1nc2ccccc2n1Cc1ccc(Cl)cc1Cl	90	94	78	69	96	83	69	82
S=C(c1cccs1)N1CCN(c2ccccc2Cl)CC1	110	109	nt	99	97	102	110	103
Nc1nc(-c2ccccc2Cl)cc(-c2ccc(Cl)cc2Cl)n1	0.1*	88	75	63	96	55	87	93
O=[n+]1c2ccccc2n([O-])c2cc(Cl)ccc21	100	99	nt	81	nt	nt	85	81
Cc1ccc(NC(=O)Oc2ccc(Br)cc2Br)c([N+](=O)[O-])c1	102	109	103	97	103	87	109	104
O=[N+]([O-])c1cnn(S(=O)(=O)c2ccccc2)c1	103	103	100	97	102	96	97	96
C=C1C(=O)O[C@H]2[C@H]1CC/C(CNC(=O)/C=C/c1cc(OC)c(OC)c(OC)c1)=C\CC[C@@]1(C)O[C@@H]21	-60*	-33*	21	-36*	3.5*	-88*	-37*	-26*
O=C(CCCCCCCC(=O)Nc1cccc(C2=NCCN2)c1)Nc1cccc(C2=NCCN2)c1	101	99	97	98	96	100	99	102
COc1nccc2cc3c(=O)n4c(cc5ccncc54)c(=O)n3c12	115	111	101	103	99	94	89	107
N#CCCC(CCC#N)c1ccccc1	112	118	98	112	123	92	109	88
CCOC(=O)C(C#N)C1(C(C#N)C(=O)OCC)C(=O)Nc2ccccc21 (configuration not stated)	91	104	103	nt	100	95	90	101
O=C(O)/C=C/C(=O)Nc1ccccc1[N+](=O)[O-]	103	106	106	104	nt	97	96	nt
CC1(C)CC(=O)C2=C(C1)N(c1ccc(F)cc1F)C(N)=C(C#N)C2c1ccc(Br)cc1F (configuration not stated)	101	114	100	98	117	94	112	107
C[N+](C)(CCCCCC[N+](C)(C)C1c2ccccc2-c2ccccc21)C1c2ccccc2-c2ccccc21	nt	111	111	108	96	104	104	103
COc1cc(C)cc2oc3oc(=O)c(C(=O)c4ccccc4)cc3c(=O)c12	104	105	99	100	106	98	92	108
O=C(CNc1nc(-c2ccccc2)cs1)Nc1ccccc1	-3.8*	-60*	-99*	-90*	-69*	-90*	-61*	-14*
CC(C)(C)n1cc(-c2ccnc(NCCCNS(=O)(=O)c3ccc(F)cc3)c2)c(-c2cccc(F)c2)n1	74	82	34	73	88	34	85	89
CN(C)CCCOc1nn(Cc2ccccc2)c2ccccc12	92	95	60	91	nt	73	96	101
CC(=O)Oc1ccc(N=C2NC(=O)S/C2=C\N2N=C(c3ccc(F)cc3)CC2c2ccc(F)cc2)cc1 (configuration not stated)	103	114	95	75	106	84	100	104
OCC(O)CNCCNc1c2ccccc2nc2cc(Cl)ccc12 (configuration not stated)	75	82	78	43	76	42	35	95
COc1ccc2nc(-c3ccc(Cl)cc3)cc(-c3nnc(SCC(=O)Nc4ccc(/C(C)=N\O)cc4)n3-c3ccccc3)c2c1	86	98	95	53	86	53	103	90
C/C(=N\O)C1(C)CC=CCC1CO (configuration not stated)	111	119	88	112	97	101	100	108
Nc1cc(Cl)c([N+](=O)[O-])cc1O	100	116	88	78	99	84	105	95
O=C(N/N=C/c1ccc(F)cc1)c1[nH]c2ccc(I)cc2c1-c1ccccc1	-24*	68	-30*	35	72	26	71	93

Carrying on:
SMILES	MDA-MB-435	SK-MEL-28	SK-MEL-5	UACC-62	SK-MEL-2	LOX IMVI	MALME-3M	UACC-257
C/C=C/C=C/C=N/N=C(N)N	103	98	101	98	129	102	114	97
NC(=O)NC1NC(=O)NC1=O (configuration not stated)	96	114	105	107	109	94	101	nt
CC(O)COCC(C)OC1CC(C)CC(C)(C)C1 (configuration not stated)	104	105	nt	93	154	104	108	112
O=C(OCCN1CCN(CCOC(=O)C(Cl)(c2ccccc2)c2ccccc2)CC1)C(Cl)(c1ccccc1)c1ccccc1	nt	106	98	97	41	95	110	nt
CCOC(=O)C[n+]1cccc2c3ccccc3ccc21	106	105	79	92	105	96	96	106
COc1cc(CNC(=O)CCCCC[P+](c2ccccc2)(c2ccccc2)c2ccccc2)c(OC)c2c1OCO2	39	42	84	42	60	61	55	21
O=C(O)C1=CCCC1	100	116	117	113	121	102	139	99
Clc1ccccc1Cn1cc(CSc2nc3ccccc3o2)nn1	98	101	106	96	91	97	93	89
Cc1ccc[n+](CC(=O)c2cccc3ccccc23)c1	102	105	100	111	106	104	97	112
CNC(=O)c1ccccc1C(O)c1ccc(C)cc1 (configuration not stated)	101	104	99	101	nt	106	96	101
NC1=Nn2c(nnc2-c2cc(C(F)(F)F)cc(C(F)(F)F)c2)SC1	102	117	100	97	nt	98	109	96
CC1=CSC2=NC3C(NN12)N(C)C(=O)N3C (configuration not stated)	110	109	100	98	116	98	100	104
O=C(O)Cc1nnc(CCC(=O)c2nc3ccccc3[nH]2)o1	105	114	100	96	99	102	110	104
OCCCc1ccccn1	107	104	100	93	108	91	123	108
CNc1ncc2cc(-c3ccc(-c4ncccc4F)cc3Cl)c(=O)n(CC3OCC(N)CO3)c2n1 (configuration not stated)	105	93	83	79	94	32	nt	93
CN(C)C(=O)c1cc(-c2ccc3ncnc(NCc4ccccc4)c3c2)cnc1N	99	91	94	89	95	75	101	94
Cc1ccc2c(c1)/C(=N/c1nc(-c3ccc(F)cc3)cs1)C(=O)N2	99	101	87	84	99	96	94	93
CCCCS(=O)(=O)c1ccccc1	107	115	102	103	110	98	103	103
CCCCOc1ncnc2c1CC(C)c1c(C)cc(C)cc1N2C (configuration not stated)	105	104	97	94	102	100	101	nt
BrCC1OC(c2ccccc2)C(c2ccccc2)O1 (configuration not stated)	110	109	108	99	110	109	nt	121
Cc1c(F)cccc1NC(=O)c1sc2nc3c(cc2c1N)CCCCC3	9.6*	69	39	27	41	50	55	52
C=C(C)[C@@H]1CC[C@]2(C(=O)NCCCN(CCC#N)CCC#N)CC[C@]3(C)[C@H](CC[C@@H]4[C@@]5(C)CCC(=O)C(C)(C)[C@@H]5CC[C@]43C)[C@@H]12	101&105	104&107	99&102	88&100	102&105	99&101	102&105	105&91
CCCCCCCCc1ccc(C(=O)Nc2ccc(C)cc2C(=O)O)cc1OC	110	105	94	90	100	101	102	97
Cn1c(NN)nc2ccccc2c1=O	104	116	103	99	116	99	104	99
c1ccc(CO[C@H]2CO[C@H]3[C@@H]2OC[C@H]3OCc2ccccc2)cc1	115	105	101	96	104	98	144	108
O=C1NC(=O)c2ccccc21	111	112	104	108	100	96	88	100
COc1ccc(S(=O)(=O)NCCCNc2nccc(-c3[nH]c(-c4ccccc4)nc3-c3ccc(Cl)c(O)c3)n2)cc1	37	23	57	18	15	57	-7.0*	24
O=C(C[n+]1ccnc2ccccc21)c1ccc(Cl)cc1	101	106	100	88	90	87	113	109
O=c1[nH]c2nc(-c3ccc(Cl)cc3)cc(-c3ccc(Cl)cc3)c2s1	90	97	71	69	90	91	109	102
O=c1[nH]c(-c2ccccc2)nc2[nH]ccc12	103	121	103	95	105	101	101	96
CC(COS(=O)(=O)Cc1ccccc1)OS(=O)(=O)Cc1ccccc1 (configuration not stated)	104	105	100	92	23	96	104	nt
CCCCCCN1C(=O)C2(NCc3c(nc4c(c(C)nn4-c4ccccc4)c3-c3ccc(C)cc3)N2)c2ccccc21 (configuration not stated)	100	101	100	91	109	92	92	83
Nc1n[nH]c(CC(=O)NCCc2ccccc2)n1	111	106	123	103	103	106	nt	107
C#CCN(Cc1ccc2nc(N)[nH]c(=O)c2c1)c1ccc(C(=O)NC(CCC(=O)O)C(=O)O)cc1 (configuration not stated)	91	95	100	82	143	16	87	92
